UTI89 phage lysis: inhibition of K1F phage lysis, E. coli UTI89, bacterial capsule biogenesis inhibitors, alamar blue (AID 488966) | E. coli UTI89 K1F phage lysis, alamar blue, 2 h; higher % means a stronger effect | one-dose inhibition, % at 100 µM; IC50 in µM for titrated hits | 0.02% of 340,000 active;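 active means phage lysis inhibition, versus mean bacterial control, above a set limit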;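 further: capsule biogenesis inhibitors block K1F phage lysis so surviving cells raise fluorescence; higher fluorescence means more inhibition of phage lysis; actives were called in the ten point dose series up to 300 µM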
Lipid droplet: hepatic lipid droplet formation modulation. inhibition, % at 6.5 µM. 0.4% of 240,000 active. AML12 mouse hepatocytes, oleate lipid droplets, BODIPY imaging;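 active means lipid droplet intensity inhibited by at least 50%, with more than 500 cells counted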
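Material: mouse AML12 hepatocyte cell line, fixed after treatment; Timing: compound with oleate, overnight; Technique: high-content imaging of BODIPY-stained droplets and DAPI nuclei; Probe or stimulus: oleate, 100 µM final; Dosing: compound at 6.5 µM only.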
human PMI inhibitors: human PMI inhibitors, high substrate, primary screen, biochemical, fluorescence intensity, high mannose 6-phosphate (AID 1220); recombinant PMI enzyme, coupled fluorescence intensity; higher % means a stronger effect; one-dose inhibition, % at 20 µM; IC50 in µM for titrated hits; 0.66% of 190,000 active
P. falciparum M1AAP: malaria alanyl aminopeptidase activity blockers – biochemical, fluorogenic H-Leu-NHMec substrate, 1536-well (AID 1445). recombinant M1AAP, H-Leu-NHMec fluorogenic kinetic assay; higher % means a stronger effect. 0.42% of 220,000 active. inhibition, % at 30 µM; hits with a dose series show IC50 in µM;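 active means primary inhibition above the hit cutoff, then over 50% inhibition at one or more dose response concentrations, cut at about 23% in these data, passing the limit was not always enough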;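 further: plate controls were DMSO full reaction for no effect and no enzyme background for full effect; strong numbers were not always called active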
PMI inhibitors: inhibitors of human PMI, primary screen, biochemical, fluorescence intensity, coupled assay (AID 1209); purified PMI enzyme, coupled fluorescence intensity; higher % means a stronger effect; one-dose inhibition, % at 20 µM; IC50 in µM for titrated hits; 0.42% of 190,000 active;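 further: plate controls were DMSO vehicle for no effect and wells lacking substrate for full effect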
TNAP activators: human TNAP enzyme activators, primary screen, biochemical, luminescent, no phosphate acceptor, uHTS (AID 1001) | purified TNAP, luminescent activation assay, no phosphate acceptor; higher activation fold means a stronger effect | activation fold at 20 µM; hits with a dose series show EC50 in µM | 0.03% of 200,000 active; in the data active means activation fold from about 3, or a potency from the dose series; inactive means the rest, 99 in 100 with activation fold below about 1.6; further: many of its hits are not listed in these tables
XIAP displacement: XIAP antagonists, biochemical, IAP family, fluorescence polarization (AID 1018). XIAP BIR domain, fluorescence polarization peptide displacement; higher % means a stronger effect. displacement, % at 20 µM; hits with a dose series show IC50 in µM. 0.007% of 200,000 active; in the data active means displacement above about 50%; further: a part of the inactive calls stands beside numbers as strong as those of hits
M17LAP inhibition: P. falciparum M17LAP inhibitors, primary screen, biochemical, fluorogenic H-Leu-NHMec substrate, 1536-well (AID 1619). 0.38% of 220,000 active. one-dose inhibition, % at 30 µM; IC50 in µM for titrated hits. recombinant M17LAP, H-Leu-NHMec fluorogenic kinetic assay; higher % means a stronger effect;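 active means compound inhibiting the enzyme by more than half at any dose during confirmatory dose-response retesting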;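 further: plate controls were full reaction with DMSO carrier for no effect and no enzyme background for full effect; strong numbers were not always called active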
Siah-1 displacement: Siah-1 peptide-binding antagonists, primary screen, biochemical, fluorescence polarization, rhodamine-plectin, uHTS (AID 1817). Siah-1 / rhodamine-plectin peptide fluorescence polarization; higher % means a stronger effect. one-dose displacement, % at 20 µM; IC50 in µM for titrated hits. 0.02% of 290,000 active;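 active means displacement of at least 50% at 20 µM, with a fluorescence ratio check between 0.3 and a set limit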;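 further: plate controls were Siah plus tracer with DMSO for no effect and tracer alone without Siah for full effect; strong numbers were not always called active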
Lipid droplet cells 6.5 µM: also measured in Lipid droplet; calls as there; cell count; measured here: cell count, cytotoxicity flag;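 cells counted across two imaged fields per well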
* = called active by the depositor; x = not tested or not shown; [ ] = dose if it differs, or a comment. Unless noted, no stated cut-off is given here; in the data, active means inhibition above about 50%; inactive means the rest.

Molecule	UTI89 phage lysis	Lipid droplet	Lipid droplet cells 6.5 µM	human PMI inhibitors	P. falciparum M1AAP	PMI inhibitors	TNAP activators	XIAP displacement	M17LAP inhibition	Siah-1 displacement
CCCCCn1c(SCCc2ccccc2)nc2c1c(=O)[nH]c(=O)n2C	0.4%	x	x	2%	11%	-10%	1.1	-2.8%	6%	-2%
Cc1ccc(-c2csc3nc4c5ccccc5c(NCCCN(C)C)nn4c(=O)c23)cc1	-1.0%	4	683	-2%	9%	4%	1	0.5%	-477%	-5%
Cc1[nH]n(-c2ccc([N+](=O)[O-])cc2)c(=O)c1C=NCC1CCCO1 (stereo not given)	x	-5	701	11%	11%	8%	1.1	-4.2%	1%	10%
CCc1ccc(C(=O)COC(=O)C(Cc2ccccc2)NC(=O)c2ccc(Cl)cc2)cc1 (stereo not given)	8.2%	x	x	1%	-1%	11%	1	-20%	4%	0%
O=C(O)COc1ccc2c(c1)O/C(=C\c1cccs1)C2=O	0.0%	-19	690	x	9%	x	x	x	32%	2%
CC(C)=C1C2C=CC1C1C(=O)N(c3ccc4c(c3)OCO4)C(=O)C21 (stereo not given)	-3.4%	-4	739	29%	-2%	-2%	1.1	-6.7%	15%	-2%
CCOc1cc(/C=C2\C(=O)N(Cc3ccc(C)cc3)C(C)=C2C(=O)OC)ccc1O	-0.2%	x	x	53%*	12%	22%	0.7	-3.1%	11%	0%
O=C(CSc1nnc2scc(-c3ccccc3)n12)NCC1CCCO1 (stereo not given)	4.0%	-8	714	0%	-5%	1%	1.1	-8.9%	-14%	2%
O=S(=O)(NCCc1ccccn1)c1ccc(F)c(F)c1	-0.3%	x	x	39%	17%	-1%	1	-8.5%	10%	-2%
COc1cc([N+](=O)[O-])c(OC)cc1SCc1n[nH]c(=S)n1-c1ccc(F)cc1	0.8%	-14	715	x	8%	x	x	x	8%	-6%
Cc1cc(CNC(=O)CCc2nnc(CCCCc3ccccc3)o2)nn1C	0.2%	0	741	-2%	-3%	6%	1.1	-0.6%	5%	5%
Cc1ccccc1OCC(=O)N/N=C/c1ccc2c(c1)OCCO2	2.1%[50 µM]	-12	473	8%	-3%	15%	0.9	-2.5%	18%	-1%

Overlap with the part before: 4 entries, then new ones.
Molecule	UTI89 phage lysis	Lipid droplet	Lipid droplet cells 6.5 µM	human PMI inhibitors	P. falciparum M1AAP	PMI inhibitors	TNAP activators	XIAP displacement	M17LAP inhibition	Siah-1 displacement
O=S(=O)(NCCc1ccccn1)c1ccc(F)c(F)c1	-0.3%	x	x	39%	17%	-1%	1	-8.5%	10%	-2%
COc1cc([N+](=O)[O-])c(OC)cc1SCc1n[nH]c(=S)n1-c1ccc(F)cc1	0.8%	-14	715	x	8%	x	x	x	8%	-6%
Cc1cc(CNC(=O)CCc2nnc(CCCCc3ccccc3)o2)nn1C	0.2%	0	741	-2%	-3%	6%	1.1	-0.6%	5%	5%
Cc1ccccc1OCC(=O)N/N=C/c1ccc2c(c1)OCCO2	2.1%[50 µM]	-12	473	8%	-3%	15%	0.9	-2.5%	18%	-1%
CC(C)c1nc2ccc(NC(=O)C3CCCCC3)cc2[nH]1	0.0%	6	737	7%	-2%	7%	1.1	-1.0%	0%	0%
CCOC(=O)/C(N=Nc1c(C)n(C)n(-c2ccccc2)c1=O)=C(\C)O	3.7%	5	751	14%	2%	2%	0.9	-6.8%	10%	-1%
CN(c1ccccc1)S(=O)(=O)c1ccc(NC(=O)c2cccs2)cc1	-0.5%	6	656	19%	-2%	21%	1.1	-7.3%	-4%	3%
CC(=O)N1CCc2cc(S(=O)(=O)NCCCN3CCN(Cc4ccccc4)CC3)ccc21	0.1%	x	x	1%	1%	7%	1.2	-2.5%	1%	1%
O=C(CN(Cc1cccs1)C(=O)c1csnn1)NC1CCCC1	0.7%	6	775	0%	4%	2%	1.1	2.0%	1%	5%
CCNc1nc(Oc2ccc(F)cc2)cc(C(F)(F)F)n1	4.4%	9	640	0%	-3%	5%	1.1	0.0%	-1%	2%
Cn1c(Cn2cnc([N+](=O)[O-])n2)nnc1SCC(=O)Nc1ccc(Br)cc1	0.0%	30	681	12%	7%	3%	1.1	-2.1%	23%	3%
N=C1/C(=C\c2ccc(OCc3ccccc3)cc2)C(=O)N=C2SC(N3CCCC3)=NN12	x	13	712	-3%	12%	5%	0.8	-7.3%	0%	-2%
CCCc1nc2ccc(NC(=O)c3ccco3)cc2c(=O)n1Cc1ccccc1Cl	1.6%	-1	738	8%	3%	10%	1	-2.0%	9%	1%
CC(=O)c1sc2nc(C)cc(C)c2c1N	-4.8%	-12	659	4%	4%	4%	1.3	-3.8%	-21%	0%
CCCCNC(=O)c1ccccc1Cl	1.1%	0	717	-12%	1%	-7%	1	-4.4%	4%	2%
COc1c2ccoc2nc2c(OC)c(OCC(O)C(C)(C)O)ccc12 (stereo not given)	-0.2%	7	659	4%	-2%	7%	1.1	-2.3%	-60%	-1%
Oc1ccc(N2CCN(C(c3cccnc3)c3nnnn3Cc3ccccc3)CC2)cc1 (stereo not given)	0.9%	0	655	21%	6%	27%	1.1	2.4%	-8%	3%
CCOC(=O)C1=C(C)NC(=O)NC1c1ccc(OC)c(CN2CCOCC2)c1 (stereo not given)	0.7%	-3	652	13%	-1%	15%	1.1	0.3%	7%	-3%
COc1ccc(C(=O)CSc2nc3ccccc3n2CC(=O)c2ccccc2)cc1	-0.5%	x	x	20%	-2%	24%	1.1	-15%	2%	0%
CC(c1ccco1)N(C(=O)Nc1ccc(Cl)cc1)c1ccccn1 (stereo not given)	-0.5%	x	x	0%	3%	-1%	1.1	-3.1%	-3%	0%
CCCCn1c(NCc2ccncc2)nc2ccccc21	-0.1%	-17	679	6%	-2%	7%	1	-6.0%	3%	5%
CCOc1ccc(N2C(=O)CC(N3CCN(C(=O)c4ccco4)CC3)C2=O)cc1 (stereo not given)	3.0%	x	x	-4%	-2%	-2%	1.1	-2.5%	-3%	-3%
O=C(Cn1nnc(-c2ccccc2)n1)NCc1cccs1	-0.7%	x	x	12%	4%	10%	1.1	-1.8%	-2%	-1%
NC(=O)CSc1nnc(-c2cc(-c3ccc(Cl)cc3)nc3ccccc23)o1	0.2%	8	668	-3%	4%	-6%	1.1	0.3%	-5%	-1%
C=CCSC(=S)NC1CCS(=O)(=O)C1 (stereo not given)	-13%	-17	676	49%	8%	8%	0.8	-18%	4%	-4%
CCCc1nnc(NC(=O)CN2CCN(C)CC2)s1	1.7%	5	740	-6%	6%	0%	1.1	-4.9%	-9%	1%
Cc1cc(Nc2ccc(C)c(C)c2)n2nc(C)nc2n1	2.0%	2	559	12%	-12%	11%	1	-3.7%	-2%	2%
O=[N+]([O-])c1ccc(S(=O)(=O)N/N=C/c2cccs2)cc1	3.4%	2	593	-40%	0%	-40%	1	-0.1%	8%	1%

Following part
SMILES	UTI89 phage lysis	Lipid droplet	Lipid droplet cells 6.5 µM	human PMI inhibitors	P. falciparum M1AAP	PMI inhibitors	TNAP activators	XIAP displacement	M17LAP inhibition	Siah-1 displacement
COc1ccc(CN2CCN(C3CCSCC3)CC2CCO)c(C)c1C (stereo not given)	0.2%	1	721	5%	-4%	3%	1	-21%	-19%	-8%
O=C(N/N=C/c1cccnc1)NC12CC3CC(CC(C3)C1)C2	-0.8%	-5	691	x	0%	x	x	x	12%	1%
COc1ccc(OC)c(NC(=O)CCN2CCCCCC2)c1	-1.9%	-16	689	28%	0%	-1%	1	-6.6%	0%	1%
CN1\C(=C/C=C/C=C/C=[N+](C)C)C(C)(C)c2ccccc21	4.6%	-63	700	13%	10%	4%	2.9	-47%	21%	110%
CCNC(=O)N1c2ccccc2Sc2ccccc21	1.0%	-12	600	13%	12%	10%	1	-1.8%	2%	0%
C=CCc1ccccc1OCCNCCCOC	3.7%	21	688	-8%	1%	-6%	1.2	-3.9%	-8%	0%
O=C(NCc1ccc2c(c1)OCO2)C1CCCN1C(=O)Nc1cccc(Cl)c1 (stereo not given)	2.3%	1	766	5%	15%	2%	1	-3.4%	0%	-4%
CC1CCN(C(=O)CSc2nc3cccnc3n2C)CC1	-0.5%	x	x	11%	-2%	4%	1.1	-6.1%	1%	2%
CCOC(=O)C1CCCN(c2ncnc3c2cnn3-c2ccc(OC)cc2)C1 (stereo not given)	0.4%	-20	700	19%	5%	20%	1	1.1%	-2%	3%
Cc1nn2c3ccccc3n(CCN3CCCCC3)c2nc1=O	2.5%	9	733	-8%	3%	-4%	1.1	-0.7%	-25%	2%
CCCNC(=O)C(=O)NCC1CCCN1CC (stereo not given)	0.6%	5	744	3%	-2%	0%	1.1	-0.8%	-1%	21%
O=C(Cn1c(-c2ccccc2)noc1=O)Nc1ccc(S(=O)(=O)N2CCOCC2)cc1	-0.5%	x	x	2%	2%	-2%	1.1	-16%	16%	-3%
COc1ccc(/C=C/c2ccc(=O)n(Cc3ccccc3)n2)cc1	0.6%	-21	666	12%	-2%	12%	1.1	-18%	-10%	-1%
COCCNc1nc(-c2cc(C)c(C)cc2C)cs1	0.6%	-25	675	9%	3%	6%	1.1	-2.8%	-4%	1%
CCN1C(=O)c2cccc3c(NS(=O)(=O)c4ccc(NC(C)=O)cc4)ccc1c23	-0.4%	x	x	56%*	16%	-10%	1	-5.5%	9%	3%
CCOc1ccc2nc(SCc3ccccc3C#N)sc2c1	0.6%	x	x	15%	7%	18%	1.1	-8.6%	15%	5%
COc1cc(/C=C/C(=O)Nc2ccc3nc4n(c(=O)c3c2)CCCC4)cc(OC)c1OC	-1.1%	-10	721	-4%	10%	-6%	1.2	-5.9%	-4%	20%
CC1CCN(c2nc(-c3ccc(F)cc3)cc(C(F)(F)F)n2)CC1	0.1%	x	x	5%	4%	7%	1	-6.3%	-5%	-1%

An excerpt of these results, with two lines to a compound:
Below each compound: UTI89 phage lysis, Lipid droplet, Lipid droplet cells 6.5 µM, human PMI inhibitors, P. falciparum M1AAP, PMI inhibitors, TNAP activators, XIAP displacement, M17LAP inhibition, Siah-1 displacement
CCOc1ccc2nc(SCc3ccccc3C#N)sc2c1
  0.6%, x, x, 15%, 7%, 18%, 1.1, -8.6%, 15%, 5%
CCN1C(=O)c2cccc3c(NS(=O)(=O)c4ccc(NC(C)=O)cc4)ccc1c23
  -0.4%, x, x, 56%*, 16%, -10%, 1, -5.5%, 9%, 3%
